Bioassay records: PubChem BioAssay, several laboratories
FXN GAA850 act: increases GAA850 frataxin promoter reporter activity | HEK293 lucGAA850 FXN promoter luciferase reporter, 24 h; percent of 10 µM SAHA response | activation, % at 6 µM | 360,000 compounds, 0.56% hits | AID 540364;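 active = activation above the average of all compounds screened plus 3 SD, cutoff fixed separately per campaign, cut at about 7.5% in these data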;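 note: 0% = DMSO wells and 100% = 10 µM SAHA wells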
ARFGAP1 inh: inhibits rat ARF GTPase activating protein 1 | Q62848 | Arfgap1-stimulated ARF1 GTP hydrolysis, GDP FP detection | inhibition, % at 16.5 µM | 360,000 compounds, 0.26% hits;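 active = inhibition above a per-plate limit, mean inhibition of low control wells plus 3 SD, cut at about 25% in these data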;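 note: 0% = DMSO wells with enzyme and 100% = wells lacking Arfgap1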
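Material: rat Arfgap1 catalytic domain, aa 1-136; also added: human ARF1(Δ1-17)-GTP substrate; compound dosing: one concentration, 16.5 µM, DMSO 1.26%; incubation: GTP hydrolysis reaction 2 h at 25 °C; measured by: Tracer-displacement fluorescence polarization with EDTA stop, 620/688 nm; evaluation: % inhibition from polarization; repeats: one replicate per compound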
ASAP1 inh: inhibitors of human ASAP1 ArfGAP activity; Q9ULH1; ASAP1-stimulated ARF1 GTP hydrolysis, GDP FP detection; inhibition, % at 16.5 µM; 360,000 compounds, 0.19% hits; in the data active = inhibition above about 25%;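 note: 0% = vehicle with enzyme and substrate and 100% = no enzyme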
proKLK7 act: activators of human kallikrein-7 zymogen | P49862 | purified proKLK7, EDANS-DABCYL substrate fluorescence; 100% is mature enzyme control, 0% vehicle | 370,000 compounds, 0.9% hits | activation, % at 7 µM;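 active = activation above the mean of all tested compounds plus 3 SD, computed per campaign excluding outliers beyond control limits, cut at about 13% in these data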
ADAM10 inh: inhibits human ADAM10; recombinant ADAM10, EDANS/DABCYL FRET peptide cleavage, 3 h; inhibition, % at 7 µM; 370,000 compounds, 0.62% hits; AID 720582;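 active = inhibition above a per-campaign cutoff equal to the mean of compounds falling between control-based bounds plus 3 SD, cut at about 20% in these data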;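 note: 0% = DMSO wells while the 100% control is not disclosed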
GC-A act: GC-A (human) enzyme activation; P16066; activation, % at 10 µM; HEK293 GC-A cells, cGMP TR-FRET, EC30 ANP; 0% at EC30 ANP, 100% saturating ANP; 370,000 compounds, 0.14% hits; in the data active = activation above about 40%
HGIII-sPLA2 inh: Inhibits HGIII-sPLA2 liposome hydrolysis, primary screen; AID 743126; 370,000 compounds, 0.56% hits; inhibition, % at 12.2 µM; Q9NZ20; QFRET BODIPY PC-A2 liposome hydrolysis, fluorescence;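 active = inhibition above mean plus 3 SD of compounds lying within the high and low control bounds, cut at about 19% in these data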;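 note: 0% = median of test compound wells and 100% = no enzyme DMSO wells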
NPR2 activator: GC-B (human) receptor activation; P20594; HEK293-GC-B cells, CNP EC30, cGMP TR-FRET; 0% at EC30 CNP, 100% saturating CNP; activation, % at 10 µM; 370,000 compounds, 0.11% hits; AID 1920062;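 active = activation at 10 µM reaching about 35% in either raw or pattern-adjusted values, limit read from the data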
Target sequence (P20594 whole entry, looked up): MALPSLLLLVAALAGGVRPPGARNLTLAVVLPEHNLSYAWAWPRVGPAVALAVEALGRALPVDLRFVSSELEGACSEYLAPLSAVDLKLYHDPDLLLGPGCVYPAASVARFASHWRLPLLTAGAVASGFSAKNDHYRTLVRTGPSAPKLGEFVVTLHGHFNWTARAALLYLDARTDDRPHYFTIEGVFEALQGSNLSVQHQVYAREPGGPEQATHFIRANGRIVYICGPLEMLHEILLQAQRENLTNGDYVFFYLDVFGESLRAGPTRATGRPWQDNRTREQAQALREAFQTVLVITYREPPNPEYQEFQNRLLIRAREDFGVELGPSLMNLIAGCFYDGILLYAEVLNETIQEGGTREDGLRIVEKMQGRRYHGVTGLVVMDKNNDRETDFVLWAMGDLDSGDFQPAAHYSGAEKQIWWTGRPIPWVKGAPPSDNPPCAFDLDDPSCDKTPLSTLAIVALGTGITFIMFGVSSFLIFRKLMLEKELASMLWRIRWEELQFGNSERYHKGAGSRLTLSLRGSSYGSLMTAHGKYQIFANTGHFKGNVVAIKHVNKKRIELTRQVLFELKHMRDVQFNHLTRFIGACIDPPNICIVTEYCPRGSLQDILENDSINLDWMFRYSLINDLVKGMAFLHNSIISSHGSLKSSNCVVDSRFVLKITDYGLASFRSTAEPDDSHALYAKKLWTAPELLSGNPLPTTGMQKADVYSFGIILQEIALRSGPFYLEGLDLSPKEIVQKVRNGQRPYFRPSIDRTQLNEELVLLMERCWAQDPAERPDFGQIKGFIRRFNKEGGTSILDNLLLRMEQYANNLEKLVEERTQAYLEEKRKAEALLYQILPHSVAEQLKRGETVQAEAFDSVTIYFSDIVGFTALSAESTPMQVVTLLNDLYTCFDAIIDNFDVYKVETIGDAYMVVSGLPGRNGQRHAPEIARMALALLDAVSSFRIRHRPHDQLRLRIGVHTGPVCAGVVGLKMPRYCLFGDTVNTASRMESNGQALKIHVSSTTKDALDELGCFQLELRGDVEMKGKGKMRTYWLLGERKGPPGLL
DDE Tn6 FP inh: inhibitors of Tn6 peptide binding to human fibrin DD(E). P02675. Fibrin DD(E) TRITC-Tn6 fluorescence polarization displacement. inhibition, % at 8.3 µM. 370,000 compounds, 0.21% hits. AID 720509;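 active = inhibition above a per-campaign cutoff: mean of compounds within control limits plus 3 SD, cut at about 15% in these data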;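 note: 0% = median of all compound wells on the plate and 100% = blocking peptide control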
rCAG RNA binder: r(CAG) repeat RNA binding | inhibition, % at 3 µM | 370,000 compounds, 1.3% hits | TO-PRO-1 dye displacement fluorescence | AID 651821;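 active = inhibition above the plate cutoff, the mean of all test compounds on that plate plus 3 SD, cut at about 35% in these data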;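 note: 0% = DMSO alone and 100% = 100 µM mitoxantrone as full dye displacement; higher means more dye released from RNA so lower well fluorescence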
* hit, by the source's call; . = not tested or not shown.

SMILES | FXN GAA850 act | ARFGAP1 inh | ASAP1 inh | proKLK7 act | ADAM10 inh | GC-A act | HGIII-sPLA2 inh | NPR2 activator | DDE Tn6 FP inh | rCAG RNA binder
COc1cc2c(cc1OC)C(COc1cccc(C(F)(F)F)c1)NCC2 (stereo not drawn) | -0.6 | 12 | -11 | 2.4 | -8 | -4 | -4 | -1 | 2 | -4
c1ccc2c(C[C@@H]3CNCCN3CCC34CC5CC(CC(C5)C3)C4)cccc2c1 | 1.5 | -8 | 6 | -0.3 | -7 | -1 | 10 | 1 | -7 | 16
O[C@H]1C[C@H](c2ccccc2)N(CC2CCCCC2)C[C@@H]1n1cc(C2CC2)nn1 | -0.4 | 9 | 16 | 0.4 | 18 | -10 | -4 | -14 | -10 | 0
COc1ccc(NC(=O)CSCC(=O)Nc2ccc(S(=O)(=O)N3CCOCC3)cc2)cc1 | -1.2 | 6 | -7 | -0.4 | -4 | -2 | 1 | -5 | 2 | 8
COc1ccccc1Cc1c(-c2ccc(Cl)cc2)nc2c(C)cc(Br)cn12 | . | -12 | -8 | -0.7 | -13 | -5 | -12 | -8 | 0 | 31
COc1cccc(OC(=O)c2ccccc2)c1OC(=O)c1ccccc1 | -0.6 | -2 | -6 | -0.8 | 27* | -4 | 5 | 1 | -6 | 2
Cc1ccccc1NC(=O)C1(C)Cc2ccccc2C(=O)O1 (stereo not drawn) | -0.1 | 6 | 3 | -0.2 | 2 | 0 | 2 | -2 | -2 | -4
CCCCCCNC(=O)CC(NS(=O)(=O)c1ccc(OC)cc1)C(C)C (stereo not drawn) | -2.4 | -8 | 13 | 0.7 | 1 | 0 | 12 | -3 | 2 | -7
C=CCN1[C@H](CC(C)C)COc2cc(F)ccc2S1(=O)=O | . | . | . | -0.7 | 0 | 0 | 11 | 4 | 1 | 1
Cc1nn(-c2ccccn2)c(N)c1N=O | 0.9 | 3 | 0 | 0.1 | 0 | -6 | 15 | -5 | -10 | -1
COc1ccc(/C=C(\NC(=O)c2ccccc2)C(=O)NCc2ccco2)cc1 | -1.9 | 3 | 14 | 0.7 | -4 | 0 | -4 | -4 | -3 | -1
COc1ccc(C)cc1NC(=O)c1ccc(NS(=O)(=O)c2cccc3cccnc23)cc1 | 6.5 | -15 | -6 | 0.1 | 18 | -46 | -38 | -29 | -6 | 13
COC(=O)C1=CN(C2CC2)C=C(C(=O)OC)C1c1ccc(C(F)(F)F)cc1 | 2.9 | 2 | 6 | -14 | -247 | -13 | -1 | -6 | -6 | -1
CC(C)CN1C(=O)N2CCc3ccccc3C2CS1(=O)=O (stereo not drawn) | . | . | . | -0.2 | -6 | 0 | 3 | -2 | -3 | 3
C=Cc1cccc(NC(=O)COc2ccccc2)c1 | 1.2 | 11 | 1 | 0.2 | 8 | 3 | -3 | -8 | 1 | 0
Cc1ccc(NC(=O)N(Cc2ccco2)Cc2cc3cc(C)cc(C)c3nc2Cl)cc1 | . | -14 | 2 | -0.1 | 2 | -1 | 4 | -6 | 7 | 3
CCN1C[C@@H]2[C@@H]3C(=O)N(C)C(=O)[C@@H]3[C@](Cc3ccccc3)(C(=O)OC)N2C1=NCc1ccccc1 | -1.8 | 9 | -2 | 0.3 | -17 | -10 | 7 | -6 | 4 | 1
Cc1cc(Br)ccc1OCCN1CC(C)OC(C)C1 (stereo not drawn) | -0.7 | 0 | -7 | 0.5 | -4 | 2 | -2 | -4 | 1 | -8
Cc1cc(C)cc(Nc2ncc3c(n2)CC(c2ccco2)CC3=O)c1 (stereo not drawn) | 0.2 | -15 | 0 | 0.6 | 2 | -1 | -14 | 0 | 9 | 2
COc1ccc(NC(=O)COC(=O)CCOc2ccccc2C)cc1Cl | -0.1 | 6 | 14 | -0.8 | -5 | 1 | -8 | -1 | -3 | -4
COc1cccc(NS(=O)(=O)c2ccc3[nH]cc(C(=O)NCCCOC(C)C)c(=O)c3c2)c1 | -1.9 | 7 | 18 | 0.2 | -16 | -3 | -31 | -3 | -8 | 30
O=C(Nc1cnccn1)c1cccc(C(F)(F)F)c1 | 1.9 | 11 | -9 | -0.1 | 1 | 3 | -2 | 3 | 1 | 1
N#CC1=C(N)OC2=C(C(=O)CCC2)C1CCc1ccccc1 (stereo not drawn) | 0.4 | 4 | -1 | -0.3 | -6 | 9 | 6 | 5 | -8 | 6
Cc1ncsc1CCC(=O)N1CCCC(C(=O)c2cccc(Cl)c2)C1 (stereo not drawn) | -0.8 | 8 | -1 | 0.5 | 2 | 7 | -1 | 9 | -4 | -4
CCCOc1ccc(C(=O)OCC(=O)c2c(N)n(C)c(=O)n(C)c2=O)cc1OC | -0.9 | 0 | -2 | -0.4 | 3 | 1 | 1 | 4 | 1 | -5
COc1cc(C(=O)N/N=C(\C)c2ccc(NC(=O)Cc3ccccc3)cc2)ccc1O | 6.8 | 13 | -2 | -0.3 | 6 | -1 | 5 | -4 | 8 | -4
Cc1ccccc1N=C1c2cc([N+](=O)[O-])ccc2-c2ncccc21 | 2.8 | -7 | 7 | 0.5 | -6 | 0 | 8 | -11 | -2 | 2
CCN(CC)C(=O)CN1C(=O)C2(NC(=O)c3ccccc3N2)c2ccccc21 (stereo not drawn) | -3.4 | 6 | -9 | 4.6 | -312 | 0 | -2 | 2 | 0 | 2
C=CCn1c(C(C)NC(=O)COC)nc2ccccc21 (stereo not drawn) | 0.1 | 19 | 2 | 0.1 | 1 | -1 | 0 | -1 | 2 | 1
COc1ccccc1NC(=O)C1CCN(C(=O)NCc2ccccc2)CC1 | 0.0 | -7 | -11 | 0.5 | -7 | 2 | 1 | 4 | 6 | -3
Cc1cc(C)c2[nH]c(=O)c(CN(Cc3ccc4c(c3)OCO4)Cc3nnnn3C3CCCC3)cc2c1 | -0.4 | 12 | 9 | -1.9 | 3 | -8 | -9 | -2 | -5 | 2
NCC(O)COc1ccc2c(c1)OCO2 (stereo not drawn) | -3.1 | -4 | 10 | 0.6 | -4 | 5 | 5 | 3 | 0 | 2
CCc1nnc(N/N=C/c2ccccc2Cl)n1N | 1.8 | -1 | 2 | -0.4 | 3 | -4 | 10 | -5 | 3 | -2
O=C(CSCc1nc2c(nnn2Cc2ccc(F)cc2)c(=O)[nH]1)Nc1c(Cl)cc(Cl)cc1Cl | 1.4 | 0 | 5 | 0.2 | 9 | -1 | 0 | 2 | -1 | 1
CN(C)C1=NCCN1CCc1ccccc1 | 0.3 | 5 | 9 | -0.1 | 2 | 0 | 2 | -1 | 8 | 6
CCc1cc(C(=O)c2ccc(Br)cc2)c(NC(=O)CN(CC)CC)s1 | 0.9 | 8 | -2 | 0.3 | 1 | 0 | 0 | 3 | 6 | 0
Cc1nn(CC(=O)N2CCN(c3ccccc3)CC2)c(=O)c2cccn12 | -0.4 | 6 | 13 | -0.6 | -18 | 3 | 5 | 5 | -4 | 0
Cc1ccc(C)c(NC(=O)C2CCC(C)(C(=O)O)C2(C)C)c1 (stereo not drawn) | -1.5 | -13 | 3 | -0.5 | 0 | 3 | 7 | 4 | 3 | -1
Cn1ccc(C(=O)N2CCCc3ccccc32)n1 | 1.5 | -2 | 3 | -0.2 | 0 | 2 | -4 | 6 | -4 | 0
CCCNC(=S)N1CCC(Cc2ccccc2)CC1 | -0.9 | 12 | -6 | 0.2 | 1 | -1 | 11 | 1 | -2 | -8
CS(=O)(=O)c1ccc(C(=O)OCC(=O)N2CCN(CCC3CCCCC3)CC2)cc1[N+](=O)[O-] | 7.1 | 7 | 9 | -0.1 | -19 | 0 | -7 | -11 | -3 | 1
S=C1COC(c2ccccc2)N1c1ccccc1 (stereo not drawn) | -0.9 | -1 | 1 | -0.3 | 8 | -3 | 3 | -7 | -3 | -2
COc1ccc(Cl)cc1S(=O)(=O)N1CCN(C)CC1 | 1.1 | 15 | -7 | -0.1 | 0 | 3 | 3 | 2 | 2 | 1
O=C(CNC(=O)c1cccs1)N/N=C/c1c[nH]c2ccccc12 | -1.4 | 14 | -6 | -0.1 | 1 | -1 | -6 | 0 | -1 | 0
COc1ccc(/C(C)=N\NS(=O)(=O)c2ccccc2)cc1OC | 4.0 | -1 | 3 | -0.3 | 5 | 5 | -2 | 2 | 6 | 1
CC(=O)c1ccc(OCC(=O)N(C)CC(=O)Nc2ccc(N3CCOCC3)cc2)cc1 | 1.8 | 5 | 9 | 0.6 | -9 | -1 | 6 | -1 | 5 | 0
Cc1nn(Cc2ccc(Cl)cc2)c(C)c1NC(=O)c1cc(C(C)C)on1 | -1.3 | -2 | -1 | -0.1 | -2 | 1 | -2 | 1 | 11 | -7
CCOc1ccc(NC(=O)CS(=O)CC(=O)N(CC(=O)NC(C)(C)C)C2CCCC2)cc1 (stereo not drawn) | 2.6 | -1 | 7 | 0.5 | 2 | 3 | -3 | 0 | 1 | -5
CCOC(=O)C1=C(C)Nc2ccccc2N=C1NC(=O)C(CC)c1ccccc1 (stereo not drawn) | 1.4 | 8 | -7 | -0.1 | 7 | -6 | 6 | -1 | 6 | -2
CCN(CC)c1ccc2c(cc1=O)[C@@H](NC)CCc1cc(OC)c(OC)c(OC)c1-2 | -2.7 | -16 | -4 | 0.4 | 6 | -3 | -7 | -1 | -1 | 2

Carrying on:
SMILES | FXN GAA850 act | ARFGAP1 inh | ASAP1 inh | proKLK7 act | ADAM10 inh | GC-A act | HGIII-sPLA2 inh | NPR2 activator | DDE Tn6 FP inh | rCAG RNA binder
Cc1cc(O)cc(=O)n1-c1ccc(Cl)c(C(F)(F)F)c1 | . | -5 | -2 | -0.4 | -2 | 0 | -9 | 1 | -3 | 3
O=c1[nH]nc(Cc2ccc3ccccc3n2)c2ccccc12 | 5.2 | -9 | -15 | 0.5 | 2 | 4 | -6 | 1 | 5 | 1
COc1ccc(-n2c(C)nn(CCOc3ccccc3)c2=O)cc1 | 1.5 | -15 | 7 | 0.0 | -2 | 1 | 7 | 2 | -2 | -6
COc1ccccc1CN(Cc1cc2c(C)ccc(C)c2[nH]c1=O)Cc1nnnn1Cc1ccco1 | 8.8* | -2 | -15 | -0.7 | -29 | -5 | -1 | -4 | -6 | 17
COc1ccc(CCNC(=S)NCCc2c[nH]c3ccccc23)cc1 | -0.9 | 7 | 14 | 0.0 | 8 | . | -30 | . | -4 | 1
